Dicer inh: blocks human Dicer maturation of pre-miR-21 | 47,000 compounds, 6% hits | AID 1347074 | z-score at 25 µM | Q9UPY3 | cat-ELCCA pre-miR-21 Dicer processing, chemiluminescence; stronger effect = higher value; in the data active = z-score above about 3, passing the limit was not always enough;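 also: plate controls were vehicle for no effect and no enzyme for full effect; higher signal means more uncleaved substrate so more Dicer inhibition; strong numbers were not always called active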
Target sequence (Q9UPY3 whole entry, looked up): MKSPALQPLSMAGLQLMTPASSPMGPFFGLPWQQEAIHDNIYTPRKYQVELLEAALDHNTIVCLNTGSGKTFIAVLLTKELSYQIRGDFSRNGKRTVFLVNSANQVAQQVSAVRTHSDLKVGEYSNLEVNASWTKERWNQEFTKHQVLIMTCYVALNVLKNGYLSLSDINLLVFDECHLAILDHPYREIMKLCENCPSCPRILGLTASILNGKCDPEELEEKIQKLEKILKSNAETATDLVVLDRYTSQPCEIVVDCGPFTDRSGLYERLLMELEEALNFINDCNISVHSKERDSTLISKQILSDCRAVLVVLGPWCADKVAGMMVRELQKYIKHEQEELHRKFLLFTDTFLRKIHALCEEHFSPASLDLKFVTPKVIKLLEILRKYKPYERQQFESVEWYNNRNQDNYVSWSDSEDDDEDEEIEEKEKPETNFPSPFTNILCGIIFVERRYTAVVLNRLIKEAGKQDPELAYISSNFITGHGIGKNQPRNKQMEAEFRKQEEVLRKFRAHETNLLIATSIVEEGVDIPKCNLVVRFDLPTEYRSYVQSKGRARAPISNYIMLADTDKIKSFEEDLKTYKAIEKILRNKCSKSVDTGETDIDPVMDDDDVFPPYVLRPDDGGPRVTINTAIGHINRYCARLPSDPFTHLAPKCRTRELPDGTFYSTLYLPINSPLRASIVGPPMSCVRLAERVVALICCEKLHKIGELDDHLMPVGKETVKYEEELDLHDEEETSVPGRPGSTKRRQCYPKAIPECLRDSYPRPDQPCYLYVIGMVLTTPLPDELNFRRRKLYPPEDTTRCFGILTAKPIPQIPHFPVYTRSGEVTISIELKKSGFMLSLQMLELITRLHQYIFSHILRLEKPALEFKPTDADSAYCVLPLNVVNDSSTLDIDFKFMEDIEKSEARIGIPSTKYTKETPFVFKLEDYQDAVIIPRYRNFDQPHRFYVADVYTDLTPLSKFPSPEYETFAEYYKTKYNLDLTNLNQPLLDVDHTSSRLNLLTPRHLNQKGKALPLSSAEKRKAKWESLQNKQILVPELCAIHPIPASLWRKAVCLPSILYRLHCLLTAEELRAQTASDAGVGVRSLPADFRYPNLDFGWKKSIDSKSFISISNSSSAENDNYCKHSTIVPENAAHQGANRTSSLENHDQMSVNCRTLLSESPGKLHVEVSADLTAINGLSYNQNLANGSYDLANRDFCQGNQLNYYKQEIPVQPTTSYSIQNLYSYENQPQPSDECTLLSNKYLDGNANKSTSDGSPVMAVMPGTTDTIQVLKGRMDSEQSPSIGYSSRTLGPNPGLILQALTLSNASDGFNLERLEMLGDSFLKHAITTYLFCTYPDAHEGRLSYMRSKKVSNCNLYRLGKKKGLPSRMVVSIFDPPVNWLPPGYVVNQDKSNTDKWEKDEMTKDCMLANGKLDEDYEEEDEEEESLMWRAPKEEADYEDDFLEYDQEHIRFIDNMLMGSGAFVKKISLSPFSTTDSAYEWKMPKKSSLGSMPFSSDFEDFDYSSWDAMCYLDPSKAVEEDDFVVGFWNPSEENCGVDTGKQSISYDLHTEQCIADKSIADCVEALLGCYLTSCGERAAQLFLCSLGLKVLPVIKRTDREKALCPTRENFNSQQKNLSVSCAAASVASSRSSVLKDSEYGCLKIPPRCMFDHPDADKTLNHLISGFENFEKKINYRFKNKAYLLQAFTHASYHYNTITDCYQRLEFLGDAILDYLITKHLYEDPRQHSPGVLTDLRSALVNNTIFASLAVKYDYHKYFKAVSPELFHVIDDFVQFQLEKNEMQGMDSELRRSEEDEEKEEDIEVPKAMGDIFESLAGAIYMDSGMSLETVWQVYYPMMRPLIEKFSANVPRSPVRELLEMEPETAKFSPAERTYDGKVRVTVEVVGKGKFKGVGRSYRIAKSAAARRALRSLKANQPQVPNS
An asterisk follows results filed as active; & = joins results of further samples. The list is partial (hit frequency here may not be typical).

structure | Dicer inh
CCOc1ccc(S(=O)(=O)Nc2cccnc2)cc1C | 0.51
CCOC(=O)C1(C)C(Br)=C(Nc2ccc(Cl)cc2)C(=O)N1c1ccccc1 (stereo not drawn) | 1.2
CC(NC(=O)OC(C)(C)C)C(=O)NCc1ccccc1 (stereo not drawn) | -0.32
O=C(c1ccc(F)cc1)c1sc(Nc2ccccc2)nc1-c1ccccc1 | -0.91
CC(C)c1cc(C(C)C)c(S(=O)(=O)N2CCCC2)c(C(C)C)c1 | -0.4
Cc1onc(-c2ccccc2Cl)c1NC(=O)NNC(=S)NC(C)(C)C | 0.64
COc1ccccc1NC(=S)NNC(=O)NNC(=S)Nc1ccccc1OC | 4.4*
CCOc1ccc(-n2c(C)nc(Nc3ccccc3)nc2=O)cc1 | 1.3
O=C(NCc1ccc2c(c1)CCO2)c1csc2ccccc12 | 0.14
Cc1ccc(S(=O)(=O)N(c2ccccc2)C2CC(C)Nc3ccccc32)cc1 (stereo not drawn) | -0.25
CC(C)Cn1c(NC2CCCCC2)nc2c1c(=O)[nH]c(=O)n2C | 0.18
Cn1c2c(c(=O)n(C)c1=O)CN(Cc1ccc(F)cc1)CN2 | 4.3*
Nc1nc(/C=C/c2ccccc2)nc(-c2ccccc2O)n1 | -0.1
CCOc1nc(-c2ccccc2)ccc1-c1noc(COC)n1 | 0.93
O=[N+]([O-])c1cccnc1Sc1cc(Cl)ccc1Cl | -0.4

The closing 4 entries of the part before come first, to join the parts:
structure | Dicer inh
Cn1c2c(c(=O)n(C)c1=O)CN(Cc1ccc(F)cc1)CN2 | 4.3*
Nc1nc(/C=C/c2ccccc2)nc(-c2ccccc2O)n1 | -0.1
CCOc1nc(-c2ccccc2)ccc1-c1noc(COC)n1 | 0.93
O=[N+]([O-])c1cccnc1Sc1cc(Cl)ccc1Cl | -0.4
NN/C(=N/S(=O)(=O)c1ccccc1)N1CCCC1 | 0.81
N#C/C(=C\O)c1nc2ccccc2s1 | -0.59
Cc1[nH]c2ccccc2c1C1(O)C(=O)N(Cc2ccccc2Cl)c2ccccc21 (stereo not drawn) | 2.1
Cc1ccc(C(=O)OC[C@H]2O[C@H](c3nnc4ncccn34)C[C@@H]2OC(=O)c2ccc(C)cc2)cc1 | -0.95
Cc1cccc(NC(c2ccc3c(c2)OCO3)c2ccc3ccc(C)nc3c2O)n1 (stereo not drawn) | 1.4
Cc1ccc(C(=O)C2CCN(C(=S)Nc3ccc(F)cc3)CC2)cc1 | -0.89
COc1ccccc1OCC(O)CN1CCC(C)CC1 (stereo not drawn) | 1.1
C=CCN1C(=O)/C(=C\c2ccccc2Cl)N=C1c1ccccc1 | -0.82
N#Cc1cc(Br)c(OC(=O)c2ccc(Br)o2)c(Br)c1 | -1.2
CCS(=O)(=O)n1nc(-c2ccc(Cl)cc2)nc1SC | 2.7
CN(C)/C=N/NS(=O)(=O)c1ccccc1 | -0.67
COC(=O)CSc1nnc(C)c(=O)[nH]1 | 1.4&-0.08
COc1ccc(Cl)cc1NC(=O)CSCC(=O)O | 2.2
O=C(Nc1cccc([N+](=O)[O-])c1)c1ccccc1 | 1.2
NCc1c(Cl)cc(C(F)(F)F)cc1Cl | -1.1

The list continues.
structure | Dicer inh
COC(=O)C1=C(C)NC2=C(C(=O)CC(c3ccccc3)C2)C1c1cc2c(cc1Cl)OCO2 (stereo not drawn) | -0.33
FC(F)(F)c1ccc2[nH]c(=S)[nH]c2c1 | 1.8
Cc1ccc(S(=O)(=O)c2c(C)cc(C)cc2C)cc1 | -1.1
Cc1cccc2nc(-c3cccs3)oc(=O)c12 | -1.3
CCc1c(O)nc(SCCN(CC)CC)n(-c2ccccc2)c1=O | 0.82
Cc1c(C(=O)O)nnn1-c1ccccc1Oc1ccc(Cl)cc1Cl | 0.39
Clc1ccc(OCc2nc(-c3ccc(-n4cccc4)cc3)no2)cc1 | -0.37
CN(C)c1ccc(NC(=O)CSc2nc(-c3ccco3)cc(C(F)(F)F)n2)cc1 | -1.8
O=C(c1ccc(F)cc1)N1C=CC(C(F)(F)F)=NCC1 | -3.1
CN(C)Cc1c(O)ccc2c(=O)c(-c3cccc(Cl)c3)c(C(F)(F)F)oc12 | 0.3
O=C1SC(Nc2ccccc2F)C(=O)N1c1ccccc1 (stereo not drawn) | 3.4*
COc1ccc(-c2nc(-c3cc4cc(C)ccc4[nH]c3=O)no2)cc1OC | -0.57
Cc1cc(C)c2nc(-c3ccc(C(C)(C)C)cc3)oc(=O)c2c1 | -1.4
O=C1CCCC(OC(=O)c2ccccc2Cl)=C1Cl | 6.9
O=[N+]([O-])c1ccc2nc(-c3ccccc3)c(-c3ccccc3)nc2c1 | -2.8

(next part)
structure | Dicer inh
Cc1cc(N/N=C/c2ccccc2Cl)nc2c1c(C)nn2C | 0.85
COc1ccc(OCC(O)CNC(=O)Nc2cc(F)ccc2C)cc1 (stereo not drawn) | 0.09
Cc1ccccc1-n1cc(Br)c(=O)[nH]c1=O | 0.05
Cc1nn(C)c(Cl)c1S(=O)(=O)Nc1ccc(Oc2ccc(F)cc2)cc1 | 3.2*
C=C(C1CC1)N(C(=O)c1ccc(F)cc1)c1ccc(OC)cc1 | -1.3
CCC(=O)N1c2ccccc2N=C(c2ccccc2)CC1c1ccccc1 (stereo not drawn) | -0.14
CSc1sc(-c2nc(C)cs2)c(C)c1-c1cnc(SCC(=O)Nc2cccc(C(F)(F)F)c2)nc1 | -0.99
COc1ccc(Cc2nnc3c4cnn(-c5ccc(C)cc5)c4ncn23)cc1OC | 0.13
c1cc(CN2CCCCC2)cc(OCCCNc2nc3ccccc3s2)c1 | -5.8
O=C1CC(c2cccc(Br)c2)c2c(n[nH]c2-c2ccccc2)N1 (stereo not drawn) | 0.13
CCOC(=O)C1=C(N)n2c(s/c(=C/c3ccccc3)c2=O)=C(C(=O)OCC)C1c1ccccc1 (stereo not drawn) | 0.04
O=C1CC(N2CCN(c3ccccc3)CC2)C(=O)N1c1cccc(Cl)c1 (stereo not drawn) | 0.16
Cc1cc(Nc2ccccc2)c2ccccc2n1 | 1.5
NC(=Nc1cc(Cl)ccc1Cl)SCc1ccccc1 | 1.4
C=CCN1C(=O)C(O)(CC(=O)c2ccccc2)c2cc(Br)ccc21 (stereo not drawn) | 0.11

Quoted at random: 6 records from the list.
structure | Dicer inh
CSc1sc(-c2nc(C)cs2)c(C)c1-c1cnc(SCC(=O)Nc2cccc(C(F)(F)F)c2)nc1 | -0.99
O=C1CC(N2CCN(c3ccccc3)CC2)C(=O)N1c1cccc(Cl)c1 (stereo not drawn) | 0.16
Cc1nn(C)c(Cl)c1S(=O)(=O)Nc1ccc(Oc2ccc(F)cc2)cc1 | 3.2*
c1cc(CN2CCCCC2)cc(OCCCNc2nc3ccccc3s2)c1 | -5.8
NC(=Nc1cc(Cl)ccc1Cl)SCc1ccccc1 | 1.4
CCOC(=O)C1=C(N)n2c(s/c(=C/c3ccccc3)c2=O)=C(C(=O)OCC)C1c1ccccc1 (stereo not drawn) | 0.04

(listing goes on)
structure | Dicer inh
CCOc1ccccc1NC(=O)C(C)N1c2cccc3cccc(c23)S1(=O)=O (stereo not drawn) | -0.22
O=C(CSc1nnnn1-c1ccccc1)Nc1ccc2[nH]c(=O)[nH]c2c1 | 2.5
CC(C)S(=O)(=O)c1cscc1N/C=C(/C#N)C(=O)c1ccccc1 | -2.1
Cc1nn2c(c1-c1ccccc1)N=C(c1ccco1)CC2c1ccccc1 (stereo not drawn) | -0.31
C=CCn1nc2n(c1=O)-c1ccccc1SC2 | 1.5
COC(=O)c1cc(/C=C(\C#N)S(=O)(=O)c2ccccc2)cn1C | -1
O=C1CC(c2ccccc2)SC(c2ccccc2)C1 (stereo not drawn) | 2.7
CCOc1ccc(-c2nc(-c3ccc(C)cc3)no2)cc1OCC | 1.8
COC(=O)c1sc(N2C(=O)c3oc4ccccc4c(=O)c3C2c2ccc(OC)c(OC)c2)nc1C (stereo not drawn) | 0.33
CC(=O)N/C(=C\c1cc(F)cc(F)c1)C(=O)O | -1.2
COc1ccc(C2=NN3C(C2)c2ccccc2OC3C(C)C)cc1 (stereo not drawn) | 0.36
O=C(CSc1nnnn1-c1ccccc1)Nc1ncc(Br)s1 | -1.3
O=C(CSc1nncn1-c1ccc(C(F)(F)F)cc1)c1cc2ccccc2o1 | 0.19
CCOC(=O)C1=C(C)N=C2SCCC(=O)N2C1c1ccc(OC(C)=O)c(OC)c1 (stereo not drawn) | 1.4
COC(=O)c1ccc2nsnc2c1 | 3.8*

(list continues)
structure | Dicer inh
O=c1[nH]c(-c2ccc(Cl)cc2)nc2c1CSC2 | 0.12
N#CC(=S)CC(=O)c1ccc(Cl)cc1 | -1.9
Fc1ccc(-c2cn3cc(Cc4ccccc4Cl)sc3n2)cc1 | 0.06
C=CCOc1ccc2c(c1)c(=O)cc(C(=O)O)n2CC | -0.26
O=c1c(Oc2ccccc2Br)c(C(F)(F)F)oc2cc(O)ccc12 | 1
Cn1c2c(c(=O)n(C)c1=O)C(c1ccsc1)C1=C(N2)c2ccccc2C1=O (stereo not drawn) | 7.8*
OC1CSc2sc(=S)sc2SC1 | -0.48
CSC(=NC#N)N1CCC(C(=O)c2ccccc2)CC1 | -0.6
Cc1cn2c(nc1=O)O[C@H]1C[C@H]2O[C@@H]1COC(=O)c1ccccc1 | 1.1
CC(C)(C)c1cc2nc(C(F)(F)F)cc(NNC(=O)c3ccccc3)n2n1 | 6.7*
CCc1n(CC(O)COc2cccc(OC)c2)c2ccccc2[n+]1C (stereo not drawn) | 0.77
COc1ccc(Br)cc1C1C(C(=O)OC(C)C)=C(C)Nc2nnnn21 (stereo not drawn) | 0.84
CCOC(=O)C1=C(C)NC2=C(C(=O)CC(c3ccc(OC)cc3)C2)C1c1ccc(OC)c(OC)c1 (stereo not drawn) | -0.75
CC1(C)NC(=O)N(CC(O)COc2cccc(F)c2)C1=O (stereo not drawn) | 1.5
O=C(Nc1ccccc1)Nc1nc2ccccc2s1 | 1.8

Going on with the list:
structure | Dicer inh
Cn1ncc(Br)c1NC(=O)c1cc(Cl)cc(Cl)c1 | -0.81
O=C(Cn1c2c(c(=O)n3ncnc13)CCC2)N/N=C/c1cccnc1 | 1.3
CNC(=O)Sc1c(-c2ccc(Cl)cc2)nn(C(=O)NC)c1SC | -7.7
CCOC(=O)c1c(NS(=O)(=O)c2ccc(Br)cc2)sc2c1CCCC2 | -0.61
Cc1cccc(Oc2ccc(N=Cc3ncc([N+](=O)[O-])n3C)cn2)c1C | 3.8
O=C1Nc2ccccc2C1=Nc1ccc(Cc2ccc(N=C3C(=O)Nc4ccccc43)cc2)cc1 | 3.9*
COc1ccc(OCc2nc(C#N)c(NCCN(C)C)o2)cc1 | 3
CCOc1ccc(-c2cn(-c3ccccc3)c3[n+]2CCS3)cc1 | -1.2
COc1ccc(CCNc2nc(-c3ccc(OC)c(OC)c3)cs2)cc1OC | -0.2
N#CC(C(=O)c1ccccc1)=C1SCCS1 | 0.23
CCCCN1C(=O)C2(/C(=C(/O)c3ccccc3)C(=O)C(=O)N2CCCN(C)C)c2ccccc21 (stereo not drawn) | 1.5
Oc1ccccc1CNc1nc2ccccc2n1CCN1CCOCC1 | 4.1*
Cc1c(/C=N/NC(=O)NCc2ccccc2)sc2ccccc12 | 5.4*
O=C(NNC1=Nc2ccccc2SC1)c1ccccc1F | 2.4
CC1CC(N2CNC(=S)NC2)CC(C)(C)C1 (stereo not drawn) | 0.61
CC(C)(C)/C=N/N/C=C(\C#N)S(=O)(=O)C(C)(C)C | -1.5
Cc1ccc(C2CC(c3cccc(Cl)c3)n3nc(N)nc3N2)cc1 (stereo not drawn) | 0.13
Cn1nccc1NC(=S)Nc1ccc(Cl)cc1 | 4*

Single values from the list:
Cc1ccc(C(=O)OC[C@H]2O[C@H](c3nnc4ncccn34)C[C@@H]2OC(=O)c2ccc(C)cc2)cc1 in Dicer inh: -0.95
CCOC(=O)C1=C(C)NC2=C(C(=O)CC(c3ccc(OC)cc3)C2)C1c1ccc(OC)c(OC)c1 (stereo not drawn) in Dicer inh: -0.75

Screening data from PubChem BioAssay.
